Bioassay records from PubChem.
IL1B secr inh: qHTS for Inhibitors of Inflammasome Signaling: IL-1-beta AlphaLISA Primary Screen. activity change, % at 57.5 µM. AID 743279, 2014. 360,000 tested, 4.7% active. THP-1 LPS/ATP IL-1B secretion, AlphaLISA, 16 h; active compounds read low; in the data active = activity change below about -50%; inconclusive = mostly about -30% to -49%; note: % is set by controls: 0 for no effect and ±100 for the full control effect
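Secreted IL-1B measured by AlphaLISA bead assay after 16 h compound exposure of THP-1 cells; compounds (final up to 57.5 uM) added 1 h before LPS (250 ng/mL) and ATP (1.25 mM) stimulation; lower signal means less secretion.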
WRN helicase inh: qHTS for Inhibitors of WRN Helicase; Bifunctional 3'-5' exonuclease/ATP-dependent helicase WRN (Homo sapiens), Q14191; 360,000 tested, 0.46% active; Potency, µM (titrated, usually from 114 µM), without a hit: at the highest dose activity change, negative = inhibition, usual class: inhibitors; WRN helicase unwinding, fluorescent forked duplex, kinetic; note: potency is the fitted concentration of half-maximal effect; % is set by controls: 0 for no effect and ±100 for the full control effect; nearly all actives have a fitted effect of over 55% in size
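Primary qHTS, 1536-well format. 20 nM WRN + compound, 15 min RT; start with 100 nM forked fluorophore/quencher duplex, 2 mM ATP (final); kinetic read ex 525/em 598 nm.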
KB-V1 cytotox: qHTS assay for MDR1-selective chemotherapeutics: Primary screen using the drug-selected MDR subline cells KB-V1. KB-V1 MDR cells viability, CellTiter-Glo, 72 h. Potency, µM (doses to about 46.1 µM), without a hit: at the highest dose activity change, negative = cytotoxicity, usual class: cytotoxic. 400,000 tested, 3.4% active; note: potency is the fitted concentration of half-maximal effect; % is set by controls: 0 for no effect and ±100 for the full control effect; nearly all actives have a fitted effect of over 60% in size
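Cells of the MDR subline KB-V1 are plated, dosed with compound at multiple concentrations, and incubated 72 h at 37 degrees C; CellTiter-Glo is then added and luminescence read after 10 min.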
HT1080-NT tox: qHTS for induction of synthetic lethality in tumor cells producing 2HG: qHTS for the HT-1080-NT fibrosarcoma cell line; HT-1080-NT fibrosarcoma viability, CellTiter-Glo ATP luminescence, 48 h; 360,000 tested, 1.6% active; Potency, µM (top dose mostly 46.1 µM), inactives show at the highest dose activity, negative = less viability, actives largely listed as cytotoxic;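 note: NT is the 2HG producing partner of a matched IDH1 knockdown line; potency is the fitted concentration of half-maximal effect; 0% = DMSO-treated cells and -100% = media-only wells without cells; nearly all actives have a fitted effect of over 55% in size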
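Read-out is CellTiter-Glo luminescence after 10 minutes at room temperature, following 48 hours' compound treatment of HT-1080-NT cells (750 cells/well, RPMI, 5% FBS, 37 degrees C).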
KB-3-1 cytotox: qHTS assay for MDR1-selective chemotherapeutics: Primary screen using the parental adenocarcinoma cell KB-3-1. KB-3-1 viability, CellTiter-Glo ATP luminescence, 72 h. Potency, µM (series often up to 46.1 µM), for the others: at the highest dose activity change, negative = cytotoxic, actives largely listed as cytotoxic. 400,000 tested, 1.4% active. AID 1347075, 2019; note: potency is the fitted concentration of half-maximal effect; % is set by controls: 0 for no effect and ±100 for the full control effect; nearly all actives have a fitted effect of over 60% in size
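Using CellTiter-Glo luminescence, growth of non-resistant KB-3-1 adenocarcinoma cells is assessed 72 h after pin-tool compound addition at 37 °C. Normalized responses across the concentration series yield fitted curves.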
MCF10A rereplic: A quantitative high throughput screen for small molecules that induce DNA re-replication in MCF 10a normal breast cells | MCF 10A DNA re-replication, Hoechst nuclear intensity, 48 h | Potency, µM (doses to about 46.1 µM), without a hit: at the top dose activity, positive = re-replication, usual class: activators | 350,000 tested, 2.9% active | AID 624296, 2012; note: potency is the fitted concentration of half-maximal effect; % of control where 0% means no effect; nearly all actives have a fitted effect of over 50% in size
ATXN2 expr inh: Primary qHTS for Inhibitors of ATXN expression | HEK-293 ATXN2-luciferase reporter, luminescence, 24 h | Potency, µM (top dose mostly 57 µM), for inactives: at the top dose activity change, negative = inhibition, actives largely listed as inhibitors | 360,000 tested, 0.72% active | AID 1745845, 2022; note: potency is the fitted concentration of half-maximal effect; % is set by controls: 0 for no effect and ±100 for the full control effect; nearly all actives have a fitted effect of over 55% in size
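qHTS (up to 57 uM final) was run with 24 h compound exposure of reporter cells at 37 °C. Each well was multiplexed: SteadyGlo luminescence measured ATXN2-luciferase expression after a fluorogenic Gly-Phe-AFC viability readout (25 uM final).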
SW480 rereplic: A quantitative high throughput screen for small molecules that induce DNA re-replication in SW480 colon adenocarcinoma cells; SW480 DNA re-replication, Hoechst DNA content imaging, 48 h; Potency, µM (highest dose often 46.1 µM), without a hit: at the top dose re-replication activation, most hits filed as activators; 340,000 tested, 1.8% active; AID 624297, 2012; note: potency is the fitted concentration of half-maximal effect; % of control where 0% means no effect; nearly all actives have a fitted effect of over 55% in size
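First, 250 cells per well were seeded. Next, compound or vehicle (23 nL) was pinned in, plates sat 48 hr at 37 C. Finally Hoechst was added for 40 min before fluorescence scanning.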
HT1080 IDH1KD tx: qHTS for induction of synthetic lethality in tumor cells producing 2HG: qHTS for the HT-1080-IDH1KD cell line; HT-1080 IDH1 knockdown viability, ATP luminescence, 48 h; Potency, µM (top dose mostly 46.1 µM), without a hit: at the top dose activity, negative = toxicity, most hits filed as cytotoxic; 360,000 tested, 2% active; AID 686971, 2013;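 note: potency is the fitted concentration of half-maximal effect; 0% = DMSO wells and -100% = cell-free medium wells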
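Cytotoxicity counter-line: IDH1KD HT-1080, 48 h, CellTiter-Glo. Curves classed by r2, magnitude and activity.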
* hit, by the source's call; ? = inconclusive; / = not tested or not shown; [ ] = remark or other dose. Unless noted, calls come from the whole dose curve; as a rule, active = well fitted curve in the direction sought with a large enough effect; inconclusive = small, poorly fitted or top-dose-only effect, or another doubt; inactive = no such curve, though single readings can be large; an effect the other way counts as inactive or inconclusive.

SMILES	IL1B secr inh	WRN helicase inh	KB-V1 cytotox	HT1080-NT tox	KB-3-1 cytotox	MCF10A rereplic	ATXN2 expr inh	SW480 rereplic	HT1080 IDH1KD tx
COc1ccccc1N1CCN(C(=O)CSc2ccccc2)CC1	-13	-11%	0%	7%	-1%	-13%	60%[activator]	-4%	6%
O=C(CCc1ccccc1)NNC(=O)c1ccccc1Cl	-14	9%	?	4%	5%	0%	-5%	-9%	0%
Cc1nnc(NC(=O)CN2CCN(Cc3c(Cl)cccc3Cl)CC2)s1	43	-14%	?	18%	3%	-9%	5%	-6%[9.22 µM]	9%
COc1ccc(C(=O)Cc2cc3ccccc3oc2=O)cc1	-10	-11%	12%	3%	4%	14%	/	12%	0%
COCCNC(=S)N1CCC(c2nc(-c3ccc(F)cc3)no2)CC1	21	2%	-11%	-6%	-34%	2%	-28%	4%	?
CCN1CCN(c2nc(C)c3c(n2)CCCC3=O)CC1	35	-3%	-5%	9%	-17%	0%	7%	0%	3%
CNc1ccc2ncc(-c3cccc(C(=O)N(C)C)c3)n2n1	-13	7%[57.1 µM]	?	-15%	-19%	/	59%[activator]	/	-13%
COc1ccccc1CC(=O)Nc1ccc(S(=O)(=O)N2CCCC2)cc1	-1	-4%	?	11%	2%	-1%	-18%	1%	-5%
CCc1ccccc1NC(=O)C1CCCN(c2ncccn2)C1 (centres undefined)	6	9%	15%	16%	3%	-38%	-8%	-29%	7%
COc1ccccc1NC(=O)CN1C(=O)NC2(CCCc3ccccc32)C1=O (centres undefined)	-16	1%	20%	2%	-4%	22%	6%	-13%	-3%
CC(=O)Nc1ccc(NC(=O)c2cc[n+]([O-])cc2)cc1	24	4%	9%	24%	1%	-5%	7%	-5%	13%
O=C(CN1C(=O)NC2(CCCCC2)C1=O)Nc1cccc(S(=O)(=O)N2CCCC2)c1	5	-18%	/	19%	/	?	9%	-1%	1%
Cc1nnc(CN(C)C(=O)CC2C(=O)NCCN2Cc2ccccc2C)o1 (centres undefined)	-1	-2%	-1%	28%	-2%	1%	5%	?	9%
O=C(NNC(=O)c1c(O)c2ccccc2[nH]c1=O)c1ccccc1Br	-13	-13%	?	-6%	-15%	17%	-13%	-2%	-4%
O=C(c1ccccc1)N1CCCCC(S(=O)(=O)c2ccccc2)C1=O (centres undefined)	18	-5%	3%	-6%	0%	1%	1%	3%	5%
CN(C)c1cccc2c1c(NC(=O)Nc1ccc(Cl)cc1Cl)nn2C	-25	-5%	?	5%	-1%	4%	/	-1%	0%
COc1ccccc1CC(=O)N1CCN(C(=O)c2ccco2)CC1	7	-3%	9%	19%	11%	0%	-8%	-6%	9%
C=CC(=O)NCc1ccc(-c2csnn2)cc1	3	-2%	?	0%	6%	0%	-3%	-9%	1%
Cc1cc(NC(=O)CON=C(N)CC(=O)Nc2ccccc2Cl)ccc1Br	-12	-17%	0%	-6%	0%	0%	2%	-1%	-1%
Cc1ccc2cc(CN(CCCO)S(=O)(=O)c3ccccc3F)c(=O)[nH]c2c1C	-59*	-15%	-24%	-25%	8%	7%	-23%	-6%	-3%
CC(=O)c1ccc(S(=O)(=O)N2CCN(C(=O)/C=C/c3ccc4ccccc4n3)CC2)cc1	?	4%[11.6 µM]	1%	?	?	?	-29%	?	?
CCCCCCC1CC(C)(C(=O)CNc2nncs2)OC1=O (centres undefined)	48	-34%[57.1 µM]	?	-15%	7%	-1%	-13%[11.3 µM]	-2%	-12%
CCOc1cccc(NC(=O)c2ccc(S(=O)(=O)N3CCCC3)cc2)c1	-4	-3%	-26%	-5%	-23%	-1%	-27%	1%	-8%
Cn1ncc(Br)c1C(=O)OCC(=O)Nc1nc(-c2ccccc2)cs1	-26	-9%	6%	-6%	-11%	4%	19%	9%	-6%
CC(=O)N1C(=O)/C(=C2\SC(=S)N(NC(=O)c3ccc(O)cc3)C2=O)c2ccccc21	1	-33%	20%	4%	10%	0%	2%	3%	7%
SMILES	IL1B secr inh	WRN helicase inh	KB-V1 cytotox	HT1080-NT tox	KB-3-1 cytotox	MCF10A rereplic	ATXN2 expr inh	SW480 rereplic	HT1080 IDH1KD tx
CN(CC(=O)NCCCN1CCOCC1)S(=O)(=O)c1ccc(F)cc1	5	-4%	-2%	2%	-9%	0%	9%	-4%	4%
COc1ccc(N2CCN(CCCNC(=O)CCC(=O)N3CCOc4ccc(Cl)cc43)CC2)cc1	-11	2%	-26%	?	?	15%	-22%	-1%	?
COC(=O)C(C)Sc1nnc(Cc2cc(=O)[nH]c(=O)[nH]2)n1-c1cc(C)ccc1C (centres undefined)	26	1%	?	1%	21%	-3%	2%	-6%	3%
Fc1ccc(CNC(=S)Nc2ccc(Cl)cc2Cl)cc1	-100*	-2%	?	-2%	-20%	6%	-3%	-199%[inhibitor]	1%
C[C@H](CO)N1C[C@H](C)[C@@H](CN(C)Cc2ccc3c(c2)OCCN3C)OCc2cnnn2CCCC1=O	15	4%	12%	-2%	18%	/	-2%	/	-2%
CN(C)C(=O)c1cnc(-c2ccccc2)nc1-c1ccccc1	-25	10%	0%	-3%	5%	21%	6%	-3%	-4%
CC(C)(C)c1ccc(C(=O)Nc2ccc(C(=O)N3CCCC3)cc2)cc1	-2	?	/	-4%	/	13%	-15%	0%	-21%
COc1ccc([C@H]2C(C#N)=C([S-])N[C@](C)(O)[C@@H]2[n+]2ccccc2)cc1	22	-23%	-3%	4%	3%	1%	/	3%	0%
Cc1ccccc1OCC(=O)Nc1ccccc1-c1ccccc1	37	-1%	-2%	-1%	-1%	?	-6%	-3%	-3%
CCn1c(NC(=O)c2cccc(Cn3cc(Cl)cn3)c2)nc2ccccc21	36	-1%	0%	-23%	0%	15%	0%	6%	-18%
COC(=O)C1C(O)=C(C=NC2CCCCC2)C(=O)CC1(C)C (centres undefined)	3	3%	-5%	1%	1%	1%	-1%	-4%	3%
CSc1nnc(C(C)(C)C)c(=O)n1/N=C/c1ccc(C(C)C)cc1	-2	5%	1%	20%	19%	4%	1%	-1%	11%
Cc1n[nH]c(C)c1NC(=O)CSc1nnnn1-c1cccc(F)c1	3	-7%	0%	-3%	2%	1%	-7%	12%	0%
C#CC[N+](C)(C)CCCCCCCCC	-68*	-23%	0%	?	5.8µM*	9.2µM*	?	?	?
Cc1cc(C)c2nc(-c3ccccn3)cc(C(=O)NCc3ccco3)c2c1	31	?	1%	-24%	4%	?	1%	-3%	-20%
COc1ccc(Cc2nnc(SCC(=O)c3ccccc3)o2)cc1	13	-1%	2%	6%	2%	?	1%	2%	0%
CCOC(=O)c1c(NC(=O)CSc2nnnn2-c2ccc(OC)cc2)sc(C)c1C	-59*	?	?	0%	-24%	0%	-15%	1%	16%
CCCCCOc1ccc(CSc2n[nH]c(C)n2)cc1	5	-9%	-11%	-24%	0%	23%	24%	-4%	-53%
c1ccc2c(c1)[nH]c1c3ccccc3sc21	0	2%	0%	-7%	-14%	6%	/	-4%	-6%
Cc1oc(-c2ccccc2F)nc1CS(=O)(=O)CC(=O)NCCN1CCCC1	-2	-4%	?	-7%	-1%	6%	-10%	-7%	0%
CC1=C(C(=O)Nc2ccccc2)C(c2ccncc2)C(C#N)=C(SCC(=O)Nc2ccccc2)N1 (centres undefined)	?	-5%	0%	-14%	-15%	4%	-13%	2%	0%
CCCCC1CCC(C(=O)Nc2ccccc2)CC1 (centres undefined)	-8	-5%	-8%	6%	8%	10%	-11%	-5%	-2%
COc1ccc(CC(=O)Nc2cccc(-c3ccc4nnc(C)n4n3)c2)cc1	-21	0%	12%	0%	0%	12%	46%[activator]	-5%	-15%
COc1cccc(CN(C)C(=O)COc2ccc(C(=O)c3ccc(Cl)cc3)cc2)c1OC	7	-12%	-8%	?	1%	?	?	11%	?
CCN(CC)CC(=O)NCC1(c2ccccc2)CCCC1	-1	8%	-20%	3%	0%	-4%	-26%	-11%	15%
O=C(O)C1CC(c2ccccc2F)=NO1 (centres undefined)	2	-2%	1%	8%	5%	1%	-4%	-8%	-3%
CC(C)c1ccc(N(C(=O)c2csnn2)C(C(=O)NC2CCCC2)c2cccnc2)cc1 (centres undefined)	21	7%	-10%	-4%	-1%	4%	-5%	-5%	2%
COc1cc(NC(=O)CCCC(=O)OCC(F)(F)C(F)F)nc(OC)n1	19	-8%	10%	0%	7%	23µM*	-10%	?	-5%
COc1cccc(OC)c1C(=O)NC(=O)Oc1c(F)cccc1F	16	4%	16%	-2%	0%	7%	1%	0%	5%

Full records, looked up by structure. Screens in order: IL1B secr inh, WRN helicase inh, KB-V1 cytotox, HT1080-NT tox, KB-3-1 cytotox, MCF10A rereplic, ATXN2 expr inh, SW480 rereplic, HT1080 IDH1KD tx
`c1ccc2c(c1)[nH]c1c3ccccc3sc21` as listed: 0, 2%, 0%, -7%, -14%, 6%, /, -4%, -6%
`O=C(O)C1CC(c2ccccc2F)=NO1` (centres undefined) as listed: 2, -2%, 1%, 8%, 5%, 1%, -4%, -8%, -3%
`COC(=O)C(C)Sc1nnc(Cc2cc(=O)[nH]c(=O)[nH]2)n1-c1cc(C)ccc1C` (centres undefined) as listed: 26, 1%, ?, 1%, 21%, -3%, 2%, -6%, 3%
`Cc1oc(-c2ccccc2F)nc1CS(=O)(=O)CC(=O)NCCN1CCCC1` as listed: -2, -4%, ?, -7%, -1%, 6%, -10%, -7%, 0%
